# Assay outcomes (PubChem BioAssay)
# HCV inhibitor – qHTS Assay for Inhibitors of Hepatitis C Virus (HCV). Potency, µM (doses to about 41.8 µM), for the others: at the top dose activity change, negative = inhibition, most hits filed as inhibitors. 3.4% of 340,000 active. Huh7.5.1 HCVcc-Cre infection, luciferase reporter, 44 h; also: potency is read from the fitted curve at half-maximal effect
#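 Luciferase read-out (15 sec integration) after a 15 min room-temperature substrate step quantifies HCVcc-Cre infection. Cells, 1,000 per well, had compound added 4 h post-plating, then virus at ~0.5 moi, and were cultured 44 h.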
# AmpC inh detg – qHTS Inhibitors of AmpC Beta-Lactamase (assay with detergent); AmpC hydrolysis of nitrocefin, absorbance 480 nm, 0.01% Triton; AID 485294, 2010; 0.041% of 370,000 active; Potency, µM (top dose mostly 114 µM), for the others: at the top dose activity change, negative = inhibition, actives largely listed as inhibitors; P00811;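 also: potency is read from the fitted curve at half-maximal effect; 0% = no-compound wells and -100% = no-enzyme wells; nearly all actives have a fitted effect of over 25% in size; some results filed as inactive show a strong effect at the top dose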
# Target sequence (P00811 whole entry, looked up): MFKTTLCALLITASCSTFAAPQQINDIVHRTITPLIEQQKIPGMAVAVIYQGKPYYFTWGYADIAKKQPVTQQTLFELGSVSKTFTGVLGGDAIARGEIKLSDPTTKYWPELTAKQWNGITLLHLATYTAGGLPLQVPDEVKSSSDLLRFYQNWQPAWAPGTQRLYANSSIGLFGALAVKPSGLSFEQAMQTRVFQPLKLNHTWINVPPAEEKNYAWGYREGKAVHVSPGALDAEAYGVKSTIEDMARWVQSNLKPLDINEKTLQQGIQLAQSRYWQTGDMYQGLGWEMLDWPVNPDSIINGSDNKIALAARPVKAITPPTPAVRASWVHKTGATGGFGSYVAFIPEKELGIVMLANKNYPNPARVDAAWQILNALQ
#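 AmpC (5.3 nM in the dispensed reagent) in 20 mM phosphate pH 7.0 with 0.01% (detergent screen) or 0.0001% Triton X-100 was preincubated with compounds for 15 min at room temperature. Nitrocefin was then added from an 800 uM solution, and hydrolysis was followed at 480 nm.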
# HCMV antiviral – qHTS Assay for inhibitors of the human cytomegalovirus (HCMV) | 4.5% of 410,000 active | HFF cells, HCMV-luciferase reporter, 72 h; hits give low values | activity change, negative = inhibition, % at 57.5 µM; in the data active = activity change below about -60%; inconclusive = no clear call, values can overlap the other calls; inactive = above about -39%
#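 Two compound doses tested in HFFs infected with HCMV-luciferase, MOI 1 PFU/cell, 72 h at 37C. Lysate luminescence read with OneGlo; data normalized against buffer-only and 10uM Salinomycin inhibitor controls.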
# AmpC no deterg – qHTS Inhibitors of AmpC Beta-Lactamase (assay without detergent). P00811. AmpC nitrocefin hydrolysis, absorbance 480 nm, 0.0001% Triton. Potency, µM (highest dose often 57.1 µM), inactives show at the top dose activity change, negative = inhibition, most hits filed as inhibitors. 0.52% of 330,000 active. AID 485341, 2010;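 also: potency is read from the fitted curve at half-maximal effect; plate controls were no compound for no effect and no enzyme for full effect; nearly all actives have a fitted effect of over 20% in size; some results filed as inactive show a strong effect at the top dose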
#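 AmpC (5.3 nM in the dispensed reagent) in 20 mM phosphate pH 7.0 with 0.01% (detergent screen) or 0.0001% Triton X-100 was preincubated with compounds for 15 min at room temperature. Nitrocefin was then added from an 800 uM solution, and hydrolysis was followed at 480 nm.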
# Sm TGR inh – qHTS Assay for the Inhibitors of Schistosoma Mansoni Peroxiredoxins; purified TGR, DTNB reduction, TNB absorbance 405 nm; AID 485364, 2010; 3% of 360,000 active; Potency, µM (titrated, usually from 114 µM), inactives show top-dose activity change, negative = inhibition, usual class: inhibitors; also: potency is read from the fitted curve at half-maximal effect; nearly all actives have a fitted effect of over 60% in size
#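 Kinetic colorimetric format: TGR-catalysed, NADPH-driven DTNB reduction monitored via TNB absorbance. Enzyme dispensed at 20 nM; compound exposure 15 min at room temperature before reaction start.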
# Giardia FBPA inh – qHTS Assay for Inhibitors of Fructose-1,6-bisphosphate Aldolase from Giardia Lamblia | A8B2U2 | purified Giardia FBPA | Potency, µM (titrated, usually from 59.6 µM), inactives show at the top dose activity, negative = inhibition, usual class: inhibitors | 0.71% of 290,000 active | AID 2451, 2010; also: potency is read from the fitted curve at half-maximal effect; nearly all actives have a fitted effect of over 55% in size
# Target sequence (A8B2U2 whole entry, looked up): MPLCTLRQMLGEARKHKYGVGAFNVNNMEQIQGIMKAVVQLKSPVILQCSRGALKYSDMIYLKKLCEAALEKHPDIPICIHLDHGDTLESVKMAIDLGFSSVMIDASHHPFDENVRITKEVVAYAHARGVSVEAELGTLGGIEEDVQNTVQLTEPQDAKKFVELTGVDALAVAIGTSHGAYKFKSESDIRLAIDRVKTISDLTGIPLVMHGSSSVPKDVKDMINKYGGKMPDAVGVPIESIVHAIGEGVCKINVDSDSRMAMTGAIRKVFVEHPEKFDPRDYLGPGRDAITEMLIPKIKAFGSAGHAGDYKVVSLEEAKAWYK
#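 40 nM FBPA preincubated 10 min at RT with compound (up to 57.5 uM final), then substrate plus GAPDH/TPI/NAD/arsenate coupling and diaphorase/resazurin added. Fluorescence read after 20 min at RT, 525/598 nm.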
# Starred values were filed as active, the others as inactive; u = inconclusive; x = no result given; & = joins results of further samples; [ ] = remark or other dose. Unless noted, calls follow the shape of the dose curve; as a rule, active = well fitted curve in the direction sought with a large enough effect; inconclusive = small, poorly fitted or top-dose-only effect, or another doubt; inactive = no such curve, though single readings can be large; an effect the other way counts as inactive or inconclusive. Unless noted, % is scaled to controls: 0 for no effect and ±100 for the full control effect. An unsorted share of the library; any-hit rate near 9.9%.
# Values in the order: Giardia FBPA inh | AmpC inh detg | HCMV antiviral | Sm TGR inh | AmpC no deterg | HCV inhibitor
> CCOC(=O)c1sc2nc3c(SCC(=O)O)cc(C(=O)c4ccccc4O)cn3c(=O)c2c1C
    -9% | u | -28 | 4% | -18% | 14%
> Cc1cc(C)n2c(SCCC(C)C)nnc2n1
    9% | -5% | 13 | 2% | 6% | 1%
> COc1ccc(C2CC(=O)c3c(O)cc(O)cc3O2)cc1O (centres undefined)
    8% | x | 0 | x | x | -1%
> Cc1nnsc1S(=O)c1ccc(F)cc1 (centres undefined)
    15% | -2% | -69* | 5% | -9% | -1%
> COc1cc(CCC(=O)NCc2ccc3c(c2)CCN3C(=O)c2cccc(C)c2)cc(OC)c1OC
    x | 0% | 7 | -13% | x | x
> COc1cc(/C=C2\SC(=S)N(CCC(=O)Nc3ccccc3O)C2=O)cc(OC)c1OC
    1% | -12% | -69* | 9% | -25% | u
> CC(C)(C)CC(=O)Nc1nnc(SCC(=O)NC2CCCCC2)s1
    -4% | u | -24 | -7% | -19% | 0%
> CCNC(=O)N1c2ccccc2Sc2ccccc21
    2% | 2% | 39 | x | -11% | -21%
> Cn1c(NCCCO)nc2ccccc21
    2% | -10% | 28 | 15% | -7% | 10%
> CNC(=S)N1C2CCCC1CC(NC(=O)c1ccc(F)cc1)C2 (centres undefined)
    19% | -2% | -6 | -23% | -1% | 9%
> CNC(=O)c1c(NC(=O)c2ccc(S(=O)(=O)N3CC(C)OC(C)C3)cc2)sc2c1CCN(C(C)C)C2 (centres undefined)
    x | 5% | 14 | 3% | 185%[activator] | u
> Cc1ccccc1CN1C(=O)c2ccccc2Sc2ccc(C(=O)NC(C)c3ccccc3)cc21 (centres undefined)
    x | -2% | u | 4% | x | x
> CNC(=O)c1ccccc1F
    -3% | 1% | 4 | 2% | -7% | 26%
> COc1ccc(Cl)cc1NC(=O)CNc1ccc(F)cc1C
    -1% | u | 16 | -2% | -26% | u
> CCc1c(C)c2cc3c(c(C)c2oc1=O)OCN(CCc1ccccc1F)C3
    x | 8% | 34 | u | x | x
> O=C(c1ccco1)N1CCN(c2nc(C(F)(F)F)nc3c2nnn3Cc2ccccc2)CC1
    -5% | u | -76* | -8% | 47% | 4µM*
> COc1ccc(NC(=O)c2ccc(NC(=O)c3ccncc3)cc2)cc1
    9% | 2% | 3 | 9% | -18% | 1%
> C=CCN1C(=O)c2ccccc2Sc2ccc(C(=O)NC(C)C)cc21
    3% | -14% | 12 | 2% | 9% | -1%
> COc1ccc(NC(=O)COC(=O)CNC(=O)C2CCCCC2)cc1OC
    x | x | -11 | x | -17% | 6%
> O=C(N/C(=C/c1ccc([N+](=O)[O-])cc1)C(=O)N1CCCC1)c1ccccc1
    x | 2% | -1 | 4% | -11% | u
> CN(c1ccccc1)S(=O)(=O)c1nnc(NC(=O)COc2ccccc2F)s1
    x | u | -10 | 3% | -55% | 8%
> C/C(=C\C(=O)c1ccccc1)Nc1ccc2c(c1)OCO2
    -25% | -12% | 37 | -16% | -38% | 3.2µM*
> NNc1nc2c(Cl)ccc(Cl)c2s1
    -13% | u | 50 | -28% | -33% | 1%
> Cc1ccccc1CN1CCC(N2CCC(C(=O)NCC3CCCO3)CC2)CC1 (centres undefined)
    -10% | u | 2 | -21% | 22% | u
> O=C(O)C1=CC[C@@H](c2ccc(Cl)cc2)N(S(=O)(=O)c2ccc(Cl)cc2)[C@H]1c1cccc(Cl)c1
    x | -13% | -3 | -21% | -32% | 0%
> Cc1cc(C)c(NC(=S)N(C)C)c(C)c1
    2% | 2% | 18 | -1% | -10% | 4%
> O=C(O)C1C2C=CC3(O2)C1C(=O)N1c2ccccc2C2OCCC2C13 (centres undefined)
    2% | 0% | 31 | 2% | x | 5%
> CC(C(=O)N1CCCCC1)N(C)CC(=O)Nc1cccc(F)c1 (centres undefined)
    x | 0% | 3 | -1% | -6% | 0%
> N#Cc1cc(C(=O)c2cc(F)ccc2O)cn(-c2nccs2)c1=O
    8% | u | 49 | -29% | -36% | u
> O=C(CSc1nnc(C2CC2)n1CC1CCCO1)Nc1cccc(Cl)c1 (centres undefined)
    -6% | u | 4 | -1% | 9% | 4%
> O=C(COC(=O)c1ccc(Br)o1)Nc1nc2c(F)c(F)c(F)cc2s1
    1% | 1% | 0 | -1% | u | 15%
> COc1ccc(C(=O)c2c(C)c(CCC#N)n3ccccc23)c(OC)c1
    -10% | 1% | -16 | 15% | -6% | -27%
> CCC(=O)N1CCc2cc(Br)cc(S(=O)(=O)NCc3cccc(OC)c3)c21
    x | 4% | 2 | -3% | x | x
> COCCn1c(SCC(=O)NC(C)c2ccccc2)nc2ccccc21 (centres undefined)
    7% | -6% | 10 | -8% | 66%[activator] | 7%
> CCn1c(SCC(=O)NC2CCCCC2)nc2ccccc2c1=O
    x | u | 8 | 0% | -10% | 3%
> CC(=O)Nc1ccc(S(=O)(=O)Nc2cccc(-c3ccc4nncn4n3)c2)cc1
    0% | -14% | 30 | 5% | 9% | 2%
> c1ccc(OCc2nn3c(-c4ccccn4)nnc3s2)cc1
    8% | -8% | 38 | -2% | 7% | u
> C=CCOC(=O)C1=C(C)NC(C)=C(C(=O)OCC=C)C1c1ccc(O)cc1
    -1% | -13% | 85 | 3% | -1% | u
> CC1(C)CC(NC(=O)c2cc([N+](=O)[O-])cc([N+](=O)[O-])c2)CC(C)(C)N1
    -3% | -21% | -28 | -2% | -13% | u
> O=C(N/N=C/c1ccc[nH]1)c1ccncc1
    -5% | u | -15 | 0% | -19% | 9%

# Grouped by structure, the entries above with a cyano group.
# Values in the order: Giardia FBPA inh | AmpC inh detg | HCMV antiviral | Sm TGR inh | AmpC no deterg | HCV inhibitor
> N#Cc1cc(C(=O)c2cc(F)ccc2O)cn(-c2nccs2)c1=O
    8% | u | 49 | -29% | -36% | u
> COc1ccc(C(=O)c2c(C)c(CCC#N)n3ccccc23)c(OC)c1
    -10% | 1% | -16 | 15% | -6% | -27%

# Next results.
# Values in the order: Giardia FBPA inh | AmpC inh detg | HCMV antiviral | Sm TGR inh | AmpC no deterg | HCV inhibitor
> Nc1nc(NCCCN2CCOCC2)nc(Nc2ccc(F)cc2)c1[N+](=O)[O-]
    8% | -3% | -2 | 0% | -48% | 8%
> Cc1ccc(CNC(=O)CN2C(=O)NC3(CCCC3)C2=O)cc1
    x | x | 4 | x | -7% | u
> CCOC(=O)C(C)Sc1nc(-c2ccccn2)ncc1OC (centres undefined)
    16µM* | -14% | -21 | 4% | -10% | u
> COc1ccc(CNC(=O)CCNS(=O)(=O)c2cccc3nsnc23)cc1
    2% | -8%&-2% | -37&11 | 0%&-7% | -13% | 6%
> COc1ccccc1CCNC(=O)C(=O)c1cn(CC(=O)N2CCOCC2)c2ccccc12
    x | -5% | 4 | -9% | 164%[activator] | -8%
> Cc1n[nH]c(=O)c2c(NC(=O)COC(=O)/C=C/c3cccc(C(F)(F)F)c3)oc(C)c12
    x | u | 18 | -12% | 19% | -3%
> CC(=O)COc1ccc2c(C)c(C)c(=O)oc2c1
    1% | -14% | 192 | 6% | -2% | 2%
> CC1CCN(S(=O)(=O)c2ccc(C(=O)Nc3nnc(-c4ccccn4)o3)cc2)CC1
    14% | 11% | 28 | 2% | -1% | -1%
> Cc1ccc(C)c(NC(=O)CSc2nnc(C)n3c2cc2occc23)c1
    x | u | -11 | -1% | x | x
> CCOC(=O)/C(=N\Nc1cccc(C(F)(F)F)c1)N(CCOC)CCOC
    -3% | u | -9 | -1% | 92%[activator] | -23%
> CCOc1ccc(-c2cc(NC(=O)Nc3ccccc3C(F)(F)F)c(C(=O)OC)s2)cc1
    x | 24% | 9 | 0% | x | x
> CCCC(=O)N1CCN(c2nc3c(OC)ccc(C)c3s2)CC1
    x | 0% | 1 | -3% | x | x
> Cc1ccccc1Cc1c(C)nc2nc(SCC(=O)NCCCN3CCCC3)nn2c1C
    -14% | -8% | -25 | 0% | 103%[activator] | u
> CCCCc1nnc(NC(=O)C2CCCO2)s1 (centres undefined)
    0% | u | -35 | -17% | -25% | 9%
> CCc1nnc(NC(=O)c2sc3nc(C)cc(COC)c3c2N)s1
    3% | 5% | -19 | 0% | 47% | -24%
> FC(F)(F)c1cc(Sc2ccccc2)nc(-c2ccccn2)n1
    4% | 3% | -5 | 2% | 19% | -20%
> COc1cccc(NC(=O)CN(C)CC(=O)Nc2ccc(C)cc2Cl)c1
    14µM* | -14% | 0 | -9% | 15%[11.4 µM] | -23%
> Cc1noc(C)c1C(=O)N(C)CC(=O)Nc1ccc(F)c(F)c1F
    x | u | -25 | 0% | 12% | 35%[activator]
> CCOc1ccc(CCNC(=O)COC(=O)c2oc3ccccc3c2COC)cc1OCC
    x | -17% | -7 | -8% | -37% | -22%
> CC1CCc2c(C(=O)NCc3ccccn3)csc2C1 (centres undefined)
    -3% | u | 10 | -9% | 1% | 15%
> CC(=O)c1cnc2c(-c3ccc(Cl)cc3)cnn2c1C
    2% | -2% | 54 | 4% | -3% | -1%
> COc1cc(CN(C(=O)c2cccs2)C2CCS(=O)(=O)C2)cc(OC)c1OC (centres undefined)
    16% | u | 4 | 7% | -4% | 3%
> COc1ccccc1-c1sc2cc3c(cc2c1C#CCO)OCO3
    x | 0% | u | -34% | -32% | -30%
> O=C(Nc1cnc2ccccn2c1=O)c1ccc(Cl)cc1Cl
    4% | u | 72 | 15% | -5%[11.4 µM] | 0%
> O=C(Nc1ccc(F)c(Cl)c1)C1Cc2ccccc2CN1S(=O)(=O)c1ccc(F)cc1 (centres undefined)
    x | 13% | -26 | 1% | x | x
> Cc1ccc(NC(=O)Cn2c(=O)c3cccn3c3ccccc32)c(Cl)c1
    15% | -8% | u | -1% | -12% | 13%
> Cn1c(=O)c2c(nc(N/N=C/c3cccnc3)n2Cc2ccccc2)n(C)c1=O
    -23% | -5% | 9 | 4% | 12% | -6%
> Cc1ccccc1-c1nnc(SCC(=O)NCC2CCCO2)o1 (centres undefined)
    x | 0% | 4 | -14% | -8% | 9%
> CCCCn1c(SCC(=O)Nc2ccc(OCC)cc2)nc2ccsc2c1=O
    x | 5% | 6 | 11% | x | x
> Cc1ccc(C(=O)CSc2nnc(-c3ccco3)o2)o1
    -20% | -7% | -16 | -11% | -16% | 0%
> CC(C)NC(=O)CSCc1cccc(Br)c1
    -3% | 0% | 13 | 1% | -16% | 14%
> Cc1ccc(C)c(OCC(=O)Nc2ccccc2C(=O)N2CCOCC2)c1
    x | -1% | 19 | -11% | 53% | -29%
> Cc1noc(C)c1NC(=O)N(C)C[C@H]1Oc2c(NC(=O)Nc3ccccc3)cccc2C(=O)N([C@H](C)CO)C[C@@H]1C
    x | x | -24 | x | 73%[activator] | -17%
> CC(C(=O)Nc1ccccc1C#N)N1C(=O)NC2(CCCCCC2)C1=O (centres undefined)
    x | -16% | -5 | 1% | 0% | u
> Cc1nc2ccc(NC(=O)C3=NN(C)C(=O)CC3)cc2s1
    x | x | 12 | x | -10% | -23%
